Screening results: PubChem BioAssay, Broad Institute
DENV2 CPE rescue: inhibitors of DENV2 cytopathic effect. DENV2-infected cells, cytopathic effect rescue, plate reader. CPE inhibition, % at 9.99 µM. 1.7% of 350,000 active; in the data active = CPE inhibition above about 20%, passing the limit was not always enough; inconclusive = no clear call, values can overlap the other calls; tested in BHK-21 cells;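 also: 0% = median of neutral control wells and 100% = median of positive control wells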
LGR2 inh: blocks bursicon-induced cAMP signaling via Drosophila LGR2; 0.35% of 380,000 active; AID 720647; HEK293 LGR2, CRE-luciferase, bursicon-stimulated, 4 h; inhibition, % at 9.99 µM;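 active = drop in luminescence signal, shown as inhibition above about 50% in the replicate tests, limit read from the data, passing the limit was not always enough; inconclusive = probably only some replicates passing the limit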;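 also: agonist challenge used bursicon conditioned medium at about half maximal strength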
ARNT TACC3 PPI: disruptors of human ARNT/TACC3 interaction. AlphaScreen His-ARNT PAS-B/GST-TACC3 binding, luminescence; TACC3 fragment carries E629A point mutation. 0.66% of 390,000 active. AID 623870. inhibition, % at 9.99 µM;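 active = mean inhibition of replicates at least 50% and at least half of replicates each reaching 50%; inconclusive = half or more replicates reach 50% but mean below 50%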;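 also: 0% = complete ARNT plus TACC3 wells and 100% = ARNT alone without TACC3; many hits fall short of the cut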
EWS-Fli block: inhibitors of EWS/Fli oncoprotein transcriptional activity; A673 NR0B1-luciferase reporter, viability-normalised; inhibition, % at 12.6 µM; 0.67% of 350,000 active; AID 651661;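 active = mean inhibition of at least 50% after viability correction, with every replicate also passing that limit; inconclusive = mean reaches 50% but only one of two replicates passes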;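 also: firefly luciferase signal divided by Alamar Blue viability fluorescence both relative to DMSO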
PAX8 inh HTS: PAX8 transcriptional activity inhibition. RMG-I TPO-luciferase reporter, SteadyGlo, 24 h. 1.2% of 360,000 active. inhibition, % at 12.6 µM. AID 652154;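 active = mean replicate inhibition at least 60% with every replicate also reaching 60%; inconclusive = only one of the two criteria is met; inactive = mean below 60% and not all replicates reaching 60%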;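 also: luciferase light reporting Pax8 driven TPO promoter activity; plate controls were median of neutral control wells for no effect and mitoxantrone controls for full effect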
CASP6 VEID inh: inhibitors of human caspase-6; purified caspase-6, Z-VEID-R110 cleavage fluorescence; inhibition, % at 12.5 µM; 0.53% of 350,000 active;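 active = mean inhibition across replicates at least about 35%, with every replicate also reaching that limit, limit read from the data; inconclusive = only one of the two criteria met; inactive = neither criterion met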;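 also: 0% = median of neutral control wells and 100% = no fluorescence left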
Target sequence (P55212 24-179 limits assumed): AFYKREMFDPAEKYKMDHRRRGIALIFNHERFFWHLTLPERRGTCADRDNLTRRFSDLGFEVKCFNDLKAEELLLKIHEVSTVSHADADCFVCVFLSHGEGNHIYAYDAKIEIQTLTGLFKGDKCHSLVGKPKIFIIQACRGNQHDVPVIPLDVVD
Target sequence (P55212 194-293 limits assumed): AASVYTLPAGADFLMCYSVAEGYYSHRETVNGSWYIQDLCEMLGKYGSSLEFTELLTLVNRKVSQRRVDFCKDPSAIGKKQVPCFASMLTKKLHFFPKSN
SIRT5 inh: sirtuin-5 (human) deacylase inhibition; Purified SirT5, succinyl-peptide AMC, trypsin-coupled fluorescence; Q9NXA8; AID 652115; inhibition, % at 15 µM; 1.1% of 330,000 active; in the data active = inhibition above about 15%; inconclusive = no clear call, values can overlap the other calls
Target sequence (Q9NXA8 whole entry, looked up): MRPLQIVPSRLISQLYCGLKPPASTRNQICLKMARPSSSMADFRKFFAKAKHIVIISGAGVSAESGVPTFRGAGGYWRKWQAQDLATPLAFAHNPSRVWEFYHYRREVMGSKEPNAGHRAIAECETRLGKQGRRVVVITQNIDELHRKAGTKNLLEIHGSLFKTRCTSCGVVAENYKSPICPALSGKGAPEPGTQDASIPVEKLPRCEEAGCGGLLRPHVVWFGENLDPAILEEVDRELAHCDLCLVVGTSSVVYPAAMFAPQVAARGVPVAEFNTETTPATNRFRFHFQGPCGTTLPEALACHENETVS
Numbers without * were called inactive; ? = inconclusive; · = not tested or not shown; & = joins results of further samples.

cpd	Compound	DENV2 CPE rescue	LGR2 inh	ARNT TACC3 PPI	EWS-Fli block	PAX8 inh HTS	CASP6 VEID inh	SIRT5 inh
1	CO[C@H](C(=O)N(C)C[C@@H]1OCc2ccccc2-c2ccccc2C(=O)N([C@H](C)CO)C[C@H]1C)c1ccccc1	4.4	-12.1	-7.5	-1.7	-8.1	1.1	0.9
2	COc1ccc(/C=N/Nc2nnc(Cc3ccc(OC)c(OC)c3)c(=O)[nH]2)cc1	·	-11.3	-4.1	·	-13.7	·	·
3	Cn1nc(C(=O)OCC(=O)Nc2ccc(S(N)(=O)=O)cc2)c2ccccc2c1=O	-5.0	-3.3	-7.2	-2.3	-10.0	2.0	-0.5
4	C/C=C/c1ccc(OCCn2nnc3ccccc32)c(OC)c1	?	-28.2	-1.8	-73.5	-110.6	0.0	0.2
5	Cc1ccc(C(=O)N2CCOCC2)cc1S(=O)(=O)N1CCCC1	-9.3	10.4	-3.3	·	2.1	-3.3	-0.6
6	CO[C@@H]1CN(C)C(=O)c2cc(NS(C)(=O)=O)ccc2OC[C@@H](C)N(C(=O)C2CC2)C[C@@H]1C	3.9	10.6	-9.3	-8.1	-3.3	6.1	-1.3
7	CC1(C)CC(N2CCCC2)=CC(=[N+]2CCCCC2)C1	4.6	9.0	-15.0	12.0	37.6	-1.1	2.0
8	CCN(CC(=O)NCc1cccs1)C(=O)COc1cccc(C(F)(F)F)c1	19.4	5.7	-1.9	4.8	6.4	1.4	-3.3
9	C[C@@H]1CN([C@@H](C)CO)C(=O)c2cc(NS(=O)(=O)c3cn(C)cn3)ccc2O[C@@H]1CN(C)C	-3.9	-8.9	0.1	-3.5	-21.5	-1.9	-1.4
10	CS(=O)(=O)N(CC(=O)N1CCN(Cc2ccccc2)CC1)c1cccc(F)c1	-5.7	-4.1	2.1	15.5	15.4	-0.1	19.2*
11	COc1ccc(CN2CCNC(=O)C2CC(=O)N(C)CCC2CCOCC2)cc1OC (centres undefined)	8.3	-21.6	-1.2	-1.3	9.2	-1.9	-2.8
12	COc1ccc(S(=O)(=O)N2CCc3ccccc32)cc1C(=O)NCc1ccco1	5.7	-2.1	-10.9	6.8	34.7	4.0	-0.5
13	CC(OC(=O)CCN=C1NS(=O)(=O)c2ccccc21)C(=O)N(C)C1CCCCC1 (centres undefined)	-4.7	3.6	-2.4	-0.2	5.5	-2.9	-1.4
14	CN(CC(=O)Nc1ccc(F)c(F)c1F)C(=O)C1=COCCO1	-7.5	-1.2	·	·	2.3	0.4	-3.5
15	CNc1cc(-c2ccc(OC)c(OC)c2)ncn1	0.7	-55.6	·	-4.3	-182.7	0.8	·
16	COc1cc(N(C)C)c([N+](=O)[O-])cc1C(=O)N1CCN(Cc2ccccc2)CC1	4.8	-1.5	-10.1	-3.6	0.7	1.2	·
17	Cc1ccc(S(=O)(=O)/N=C(/c2ccc(F)cc2)N(C)C)cc1	10.1	3.2	-3.2	1.9	9.1	-3.1	-4.9
18	O=C(CSc1nnc(NC(=O)c2c(F)cccc2F)s1)Nc1ccc(F)cc1	4.6	-22.2	-2.5	-12.3	-0.1	0.1	-2.9
19	CCN(CCN(C)C)C(=O)C1CCN(S(=O)(=O)c2c(C)noc2/C=C/c2ccccc2F)CC1	-1.2	-3.8	8.5	·	35.6	-47.1	2.5
20	O=C(c1ccc(Cl)cc1)C1CCCN(C(=O)/C=C/c2ccccn2)C1 (centres undefined)	0.3	·	-1.8	9.0	0.4	-5.2	3.8
21	CS(=O)(=O)Nc1cccc(-c2cn3ccccc3n2)c1	7.4	-39.5	-2.5	-62.3	-44.1	0.4	-10.4
22	CC#CC(=O)NCC1(N(C)Cc2ccccc2)Cc2ccccc2C1	3.1	11.1	-14.2	-4.8	-18.3	1.4	-3.4
23	N#CC1(C#N)C(C(N)=O)C1c1ccccc1 (centres undefined)	·	4.3	7.2	·	12.8	·	·
24	CCC(=O)N[C@H]1CC[C@@H](CCNC(=O)Nc2ccc(F)cc2)O[C@@H]1CO	2.7	-19.0	-6.1	-15.3	-17.1	-2.6	-1.8
25	COCCNC(=O)C1CCCN(C(=O)c2csc3ccccc23)CC1 (centres undefined)	9.4	2.6	·	-7.7	-26.4	-1.9	·

Five structures out of the list, ordered by molecular weight, high to low:
cpd	Compound	DENV2 CPE rescue	LGR2 inh	ARNT TACC3 PPI	EWS-Fli block	PAX8 inh HTS	CASP6 VEID inh	SIRT5 inh
6	CO[C@@H]1CN(C)C(=O)c2cc(NS(C)(=O)=O)ccc2OC[C@@H](C)N(C(=O)C2CC2)C[C@@H]1C	3.9	10.6	-9.3	-8.1	-3.3	6.1	-1.3
18	O=C(CSc1nnc(NC(=O)c2c(F)cccc2F)s1)Nc1ccc(F)cc1	4.6	-22.2	-2.5	-12.3	-0.1	0.1	-2.9
12	COc1ccc(S(=O)(=O)N2CCc3ccccc32)cc1C(=O)NCc1ccco1	5.7	-2.1	-10.9	6.8	34.7	4.0	-0.5
14	CN(CC(=O)Nc1ccc(F)c(F)c1F)C(=O)C1=COCCO1	-7.5	-1.2	·	·	2.3	0.4	-3.5
7	CC1(C)CC(N2CCCC2)=CC(=[N+]2CCCCC2)C1	4.6	9.0	-15.0	12.0	37.6	-1.1	2.0

(further entries)
cpd	Compound	DENV2 CPE rescue	LGR2 inh	ARNT TACC3 PPI	EWS-Fli block	PAX8 inh HTS	CASP6 VEID inh	SIRT5 inh
26	C[C@@H]1CN([C@H](C)CO)S(=O)(=O)c2ccc(C#CCN(C)C)cc2O[C@@H]1CN(C)C(=O)CC1CC1	0.8	0.3	-0.8	-13.7	14.0	0.7	0.9
27	CN1C(=O)Cc2cc(S(=O)(=O)NCc3cccs3)ccc21	·	-49.9	-7.3	-3.8	-13.0	-2.9	-10.3
28	Cn1ccn(CCCCCCn2ccn(C)c2=S)c1=S	6.7	-23.9	·	-13.3	-11.3	-0.1	·
29	O=C(CCN1CCOCC1)Nc1ccc(F)cc1	?	-6.5	1.4	1.6	21.7	0.1	-7.7
30	CO[C@@H]1CN(C)C(=O)c2cc(NC(=O)C3CCCCC3)ccc2OC[C@@H](C)N(C)C[C@H]1C	-1.2	19.0	-7.8	-6.7	-0.3	1.9	-0.9
31	Cc1c(NC(=O)c2ccc(Cl)s2)c(=O)n(-c2ccccc2)n1C	·	-1.0	-0.3	·	13.4	·	·
32	C/C=C/c1ccc2c(c1)O[C@@H](CN(C)C(=O)CC1CC1)[C@@H](C)CN([C@@H](C)CO)S2(=O)=O	-5.0	-0.6	-1.7	2.2	·	0.2	-2.8
33	O=C(C[C@@H]1CC[C@H](NC(=O)c2ccccc2)[C@@H](CO)O1)NCCc1ccncc1	-5.2	-6.4	1.2	-6.7	·	-2.3	1.0
34	Cc1noc(C)c1NC(=O)N(C)C[C@@H]1OCc2cn(nn2)CCCC(=O)N([C@H](C)CO)C[C@H]1C	-7.1&3.3	8.2	-0.5	0.3&-1.3	-9.4&11.1	-4.5&-2.1	-0.2&-3.4
35	COC(=O)c1c(NC(=O)CN2CCCc3ccccc32)sc(C)c1C	2.9	16.5	·	10.5	18.0	0.1	-5.1
36	COC(=O)C[C@@H]1CC[C@H](NC(=O)Nc2ccc(C(F)(F)F)cc2)[C@@H](CO)O1	?	6.0	-20.9	-4.8	-9.6	0.0	0.3
37	O=S(=O)(c1cccc(C(F)(F)F)c1)N1CCN(C(=S)NC2CC2)CC1	·	3.2	-9.2	·	-11.4	·	·
38	Cc1ccccc1-n1nc2c(c1NC(=O)C1CCCC1)CS(=O)(=O)C2	-5.5	-7.8	-24.0	-1.1	-5.2	-1.1	-2.6
39	CCOC(=O)c1c(N)nn(C(=O)c2ccccc2)c1-c1ccccc1	?	8.1	-7.0	-0.2	1.1	-0.9	-1.9
40	COC(=O)C1=C(C)N(Cc2ccc(C(F)(F)F)cc2)C(=NCc2ccc3c(c2)OCO3)NC1c1ccccc1C(F)(F)F (centres undefined)	-0.1	17.6	·	23.5	-14.9	-0.9	2.2
41	CN(CCc1ccccc1)c1cc2c(c3c1ccn3C)C1CCC2C1 (centres undefined)	8.0	-8.6	·	0.1	20.0	-4.7	6.2
42	Cc1nnc(SCC2=C(C(=O)O)N3C(=O)C(NC(=O)Cn4nc(C)c(Cl)c4C)C3SC2)s1 (centres undefined)	5.5	-42.8	0.9	6.9	-0.9	·	-1.3
43	O=C(COC(=O)c1cc(S(=O)(=O)N2CCOCC2)ccc1F)Nc1cc([N+](=O)[O-])ccc1F	-7.4	2.1	-40.1	0.2	-11.1	-1.6	·
44	O=C(CCc1ccccc1)NCCSc1ccccc1	·	-27.6	·	-36.0	-49.9	-8.8	-9.2
45	COc1ccc([N+](=O)[O-])cc1NC(=O)C(C)OC(=O)CN1C(=O)C2CC=CCC2C1=O (centres undefined)	?	-3.0	15.7	-0.2	2.0	1.0	2.2
46	N#C[C@@H]1[C@@H](c2ccc(C3=CCCC3)cc2)[C@H](CO)N1c1nc(-c2ccccc2)cs1	-5.1	-25.8	7.2	6.3	0.5	5.8	-1.0
47	CC(=O)c1cnc(Nc2cccc(Cl)c2Cl)s1	-0.7	-127.0	0.7	-69.3	-128.6	-0.7	0.5
48	CCn1ccc(C(=O)Nc2ccsc2C(=O)OC)n1	-7.5	7.1	-3.1	·	-11.8	-0.1	-4.5
49	CC(=O)N1c2ccc(S(=O)(=O)N3CCCC(C(=O)N4CCC(C)CC4)C3)cc2CC1C (centres undefined)	4.7	14.2	-2.1	5.8	7.0	-0.2	·
50	COc1cc(C(=O)Nc2ccc3c(c2)N(C(=O)CCN(C)C)c2ccccc2CC3)cc(OC)c1OC	-5.6	2.7	0.9	21.0	22.3	-3.1	-3.6

Fetched by compound from above, 2 records:
cpd	Compound	DENV2 CPE rescue	LGR2 inh	ARNT TACC3 PPI	EWS-Fli block	PAX8 inh HTS	CASP6 VEID inh	SIRT5 inh
30	CO[C@@H]1CN(C)C(=O)c2cc(NC(=O)C3CCCCC3)ccc2OC[C@@H](C)N(C)C[C@H]1C	-1.2	19.0	-7.8	-6.7	-0.3	1.9	-0.9
32	C/C=C/c1ccc2c(c1)O[C@@H](CN(C)C(=O)CC1CC1)[C@@H](C)CN([C@@H](C)CO)S2(=O)=O	-5.0	-0.6	-1.7	2.2	·	0.2	-2.8

The listing picks up, repeating the 3 entries before the break.
cpd	Compound	DENV2 CPE rescue	LGR2 inh	ARNT TACC3 PPI	EWS-Fli block	PAX8 inh HTS	CASP6 VEID inh	SIRT5 inh
48	CCn1ccc(C(=O)Nc2ccsc2C(=O)OC)n1	-7.5	7.1	-3.1	·	-11.8	-0.1	-4.5
49	CC(=O)N1c2ccc(S(=O)(=O)N3CCCC(C(=O)N4CCC(C)CC4)C3)cc2CC1C (centres undefined)	4.7	14.2	-2.1	5.8	7.0	-0.2	·
50	COc1cc(C(=O)Nc2ccc3c(c2)N(C(=O)CCN(C)C)c2ccccc2CC3)cc(OC)c1OC	-5.6	2.7	0.9	21.0	22.3	-3.1	-3.6
51	C=CCNC(=O)c1onc(CSc2ccccc2)c1C(=O)O	-3.4	-0.4	-7.1	-0.1	-19.8	-2.5	-0.4
52	N#C[C@@H]1[C@H](c2ccc(-c3cccc(F)c3)cc2)[C@@H](CO)N1C(=O)NC1CCCCC1	-20.0	10.3	·	1.5	·	-3.3	-0.6
53	CCCNC(=O)Nc1ccc2c(c1)OC[C@H](C)N(Cc1cncnc1)C[C@@H](C)[C@H](OC)CN(C)C2=O	-1.8	20.6	-2.7	5.6	-15.5	-5.3	-9.4
54	S=c1[nH]nc(-c2ccco2)n1/N=C/c1c(Cl)cccc1Cl	-0.5	5.1	-0.7	-4.5	6.5	-2.0	-2.7
55	CN(C)C(=O)c1ccc(-c2ccc([C@H]3[C@@H](CO)N4CCCCN(CC5CC5)C[C@H]34)cc2)cc1	17.2	-17.4	-0.7	-7.6	-24.8	10.9	4.8
56	O=C(CCC(=O)N1CCOc2ccccc21)Nc1ccccc1Br	-1.0	11.4	·	-0.5	18.3	-1.1	-4.6
